Assay outcomes from PubChem BioAssay.
CHRM1 antagonist: human M1 muscarinic receptor antagonists, primary screen, CHO-K1 cells, Fluo-8 calcium fluorescence, 1536-well. CHO-K1 hM1, ACh EC80 antagonist. Muscarinic acetylcholine receptor M1 (Homo sapiens), P11229. AID 588852, 2011. 1.3% of 360,000 active. inhibition, % at 3 µM;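 active = percent inhibition above its own plate's cutoff, namely the mean of that plate's compound wells plus 3 SD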;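 note: peak over basal fluorescence ratio during 140 s after agonist addition; 0% = ACh EC80 plus DMSO and 100% = DMSO alone without agonist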
Target sequence (P11229 whole entry, looked up): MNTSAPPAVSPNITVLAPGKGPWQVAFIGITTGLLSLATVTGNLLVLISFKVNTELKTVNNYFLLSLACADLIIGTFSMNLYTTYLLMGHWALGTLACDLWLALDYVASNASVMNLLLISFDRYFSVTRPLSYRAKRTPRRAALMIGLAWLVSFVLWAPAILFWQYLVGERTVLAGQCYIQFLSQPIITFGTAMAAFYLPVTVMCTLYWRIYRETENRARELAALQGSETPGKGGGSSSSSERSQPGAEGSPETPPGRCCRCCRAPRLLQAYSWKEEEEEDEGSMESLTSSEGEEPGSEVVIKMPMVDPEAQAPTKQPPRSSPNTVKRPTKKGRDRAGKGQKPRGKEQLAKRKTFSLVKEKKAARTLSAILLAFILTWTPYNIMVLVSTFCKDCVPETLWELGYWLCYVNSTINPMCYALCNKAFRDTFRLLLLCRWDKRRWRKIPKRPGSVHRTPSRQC
CHO parental Ca: ATP-evoked calcium signal inhibitors, parental CHO, primary screen, counter-screen for OX1R antagonist project, cell-based, fluorescence, Fluo-8 calcium dye. parental CHO-K1, ATP-induced calcium, Fluo-8 fluorescence. inhibition, % at 5.6 µM. 0.63% of 330,000 active;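 active = inhibition above that plate's mean sample inhibition plus 3 SD, cut at about 26% in these data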;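 note: 0% = ATP-challenged DMSO wells and 100% = DMSO wells without ATP; some compounds past the cut are filed as inactive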
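Material – parental CHO cells · Reagent – ATP stimulus · Compound – single nominal dose of 5.6 µM per compound · Detection – Fluo-8 fluorescence · Read-out basis – percent inhibition of calcium signal · Controls – ATP-challenged DMSO wells low, unchallenged DMSO wells high · Repeats – no replicates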
M4 antag: human M4 muscarinic receptor antagonists, primary screen, CHO cells, Fluo-8 calcium fluorescence. 0.73% of 360,000 active. CHO-hM4 cells, ACh EC80. AID 624125, 2012. inhibition, % at 3 µM. Muscarinic acetylcholine receptor M4 (Homo sapiens), P08173;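 active = inhibition above its plate's cutoff, the mean inhibition of sample wells plus 3 SD, cut at about 27% in these data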;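 note: 0% = acetylcholine EC80 with DMSO and 100% = DMSO without agonist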
Target sequence (P08173 whole entry, looked up): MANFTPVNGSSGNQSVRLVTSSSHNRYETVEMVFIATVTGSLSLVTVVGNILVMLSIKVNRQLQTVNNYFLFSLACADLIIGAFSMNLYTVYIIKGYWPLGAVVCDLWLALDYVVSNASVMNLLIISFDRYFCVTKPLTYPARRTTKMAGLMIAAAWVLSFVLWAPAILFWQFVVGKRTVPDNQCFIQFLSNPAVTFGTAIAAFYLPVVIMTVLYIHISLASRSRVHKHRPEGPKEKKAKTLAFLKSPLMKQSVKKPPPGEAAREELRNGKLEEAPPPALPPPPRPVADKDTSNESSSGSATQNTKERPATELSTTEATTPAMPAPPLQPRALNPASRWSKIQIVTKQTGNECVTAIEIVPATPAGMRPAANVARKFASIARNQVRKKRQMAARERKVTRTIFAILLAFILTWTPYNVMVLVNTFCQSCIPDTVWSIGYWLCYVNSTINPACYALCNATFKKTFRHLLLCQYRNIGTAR
M1 ag: human M1 muscarinic receptor agonists, primary screen, Fluo-8 calcium fluorescence, CHO-K1 cells, HTS. 0.33% of 360,000 active. activation, % at 3 µM. AID 588814, 2011. CHO-K1 hM1, agonist mode; 0% DMSO, 100% acetylcholine EC100;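 active = activation above the run's mean compound activation plus 3 SD, cut at about 16% in these data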;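 note: peak over basal fluorescence ratio within a 140 s kinetic read after compound addition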
M4 ag: human M4 muscarinic receptor agonists, primary screen, CHO-K1 cells, Fluo-8 calcium fluorescence; AID 624127, 2012; CHO-K1 hM4/Gqi5; vehicle 0%, full acetylcholine response 100%; Muscarinic acetylcholine receptor M4 (Homo sapiens), P08173; activation, % at 3 µM; 0.14% of 360,000 active;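 active = activation above the run mean over all test wells plus 3 SD, cut at about 32% in these data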;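 note: peak over basal fluorescence ratio per well then scaled between controls; 0% = DMSO wells and 100% = acetylcholine at EC100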
OXTR potentiate: human OXTR potentiators, primary screen, fluorescence, CHO-OTR cells, Fluo-8 calcium; AID 2445, 2010; activation, % at 3 µM; Fluo-8 calcium fluorescence, potentiator mode; 0% = oxytocin EC15, 100% = EC100; 0.061% of 320,000 active;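 active = activation above that plate's cutoff, the mean activation of tested compounds plus 3 SD, cut at about 6.6% in these data, passing the limit was not always enough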;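 note: 100% uses oxytocin at 75 nM as the full agonist control; some results filed as inactive read as strong as hits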
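Assay system: CHO cell line stably expressing human OTR. Reagent: EC15 oxytocin agonist. Dosing: single dose, 3.0 µM nominal final compound concentration. Timing: compound 6 min at room temperature before oxytocin, 100 s read. Signal: kinetic Fluo-8 calcium fluorescence. Controls: oxytocin EC15 low and EC100 high.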
CHO-K1 Ca antag: nonselective inhibitor or artifact in parental CHO-K1 cells | 0.6% of 360,000 active | inhibition, % at 3 µM | ATP-induced calcium, Fluo-8 fluorescence;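 active = inhibition above a per-plate cutoff, the plate's mean sample inhibition plus 3 SD, cut at about 24% in these data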;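 note: 0% = DMSO plus EC80 ATP and 100% = DMSO alone without ATP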
CHRM1 PAM: human M1 muscarinic receptor positive allosteric modulators, primary screen, CHO-K1 cells, Fluo-8 calcium fluorescence, 1536-well | CHO-K1 hM1, ACh EC20; 0% = ACh EC20, 100% = maximal ACh | activation, % at 3 µM | 0.088% of 360,000 active; in the data active = activation above about 19%, passing the limit was not always enough
M1 ag parental: counter-screen for M1 agonists: effect in parental CHO-K1 cells. Fluo-8 calcium fluorescence; scaled to maximal ATP response, vehicle zero. activation, % at 3 µM. 0.48% of 360,000 active. AID 602248, 2012; in the data active = activation above about 15%;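 note: untransfected CHO-K1 host cells lacking M1 receptor as counterscreen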
The depositor's hits bear a star; . = no result given.

SMILES | CHRM1 antagonist | CHO parental Ca | M4 antag | M1 ag | M4 ag | OXTR potentiate | CHO-K1 Ca antag | CHRM1 PAM | M1 ag parental
C=CCNc1nnc(SC2CC(=O)N(c3ccc(OCCC)cc3)C2=O)s1 (stereo not given) | -9 | -17 | 6 | -3 | 1 | -2 | -7 | 10 | 0.3
CCC(=O)Nc1cc(OC)c(NC(=O)c2ccccc2)cc1OC | -7 | -14 | 3 | -3 | 1 | -3 | -6 | 5 | 0.6
CCCn1nc(C(=O)Nc2nnc(C3CC3)s2)c2ccccc2c1=O | -8 | -25 | -3 | -4 | -2 | -2 | -7 | 13 | -1.1
Cn1c(SCC(=O)N2c3ccccc3Sc3ccccc32)nc2ccccc21 | 18 | -24 | 0 | -13 | 2 | -4 | -1 | -18 | 1.5
Oc1ccccc1C1=NN(c2ccccc2)C(c2ccc(F)cc2)C1 (stereo not given) | -4 | . | 12 | -6 | 0 | . | -12 | 5 | 0.4
COCC(C)NC(=O)c1nn(Cc2ccccc2)c(=O)c2ccccc12 (stereo not given) | -3 | -16 | -4 | -4 | -1 | 2 | -1 | 7 | 0.9
O=C(c1nc2ccc(Cl)cn2c1CN1CCC(O)CC1)N1CCc2ccccc2C1 | -17 | -26 | -6 | -3 | 1 | -2 | -3 | 15 | 1.3
Cc1ccc(NC(=O)CC(NCC2CCCO2)C(=O)O)cc1C (stereo not given) | -14 | -1 | -2 | -6 | 2 | -7 | -6 | 14 | 0.6
CCN1CCN(CCC2Oc3cc([N+](=O)[O-])ccc3NC2=O)CC1 (stereo not given) | 2 | 2 | 10 | -7 | 0 | -6 | -18 | 2 | 1.2
Cc1ccc(S(=O)(=O)NCCS(=O)(=O)N2CCN(c3ccccc3)CC2)cc1 | -6 | -13 | -4 | 1 | 5 | -13 | 3 | 11 | 2.6
Cc1cccc(NC(=O)CCc2c(C)nc3ncnn3c2C)n1 | -10 | 7 | 4 | 0 | 1 | -17 | -13 | 13 | 0.2
O=C(CCSc1ccccc1)NC(=O)COC(=O)c1ccc(OC(F)F)cc1 | -2 | -8 | -4 | -8 | 1 | -7 | 3 | -1 | 0.1
COCCNC(=O)c1cc(-c2ccncc2)nc2ccc(S(=O)(=O)N3CCOCC3)cc12 | -3 | -7 | -2 | -3 | 1 | -9 | -15 | -2 | 0.9
O=C(Nc1ccc(S(=O)(=O)Nc2ccnn2-c2ccccc2)cc1)C(F)(F)F | -10 | -6 | -27 | -2 | 0 | -12 | -8 | 13 | -0.2
C=C(C)CSc1nnc(CCNC(=O)OC(C)(C)C)o1 | -1 | -4 | 14 | -1 | 1 | -4 | 6 | 5 | 0.2
O=[N+]([O-])c1cccc(C2(O)COc3ccccc3O2)c1 (stereo not given) | -16 | -5 | -11 | -4 | 2 | -11 | -6 | 12 | 0.2
COc1ccc([N+](=O)[O-])cc1NS(=O)(=O)c1ccc(C)cc1 | -9 | 0 | 3 | -4 | 1 | -15 | -5 | 11 | 1.6
CCOC(=O)CN1NC2(CCCC(C)C2)NC1=S (stereo not given) | 1 | -5 | 5 | -3 | 1 | -11 | 15 | 2 | -0.1
CSCCC(C(=O)Nc1c(C)cccc1C)N(C)CCc1ccccc1 (stereo not given) | -7 | . | -14 | -2 | 5 | . | 4 | 6 | 1.2
O=C(Cc1cccs1)Nc1nnc(SCc2ccc(C(F)(F)F)cc2)s1 | 1 | 8 | 4 | -4 | 2 | -6 | 23 | -3 | -0.1
CC(=O)[C@@H]1[C@@H]2C(=O)N(Cc3ccccc3)C(=O)[C@@H]2C2c3ccccc3C=CN21 (stereo not given in full) | 5 | -10 | -6 | -6 | 4 | -3 | -22 | -3 | 1.4
COc1cccc(C2CC(c3ccccc3Cl)n3ncnc3N2)c1 (stereo not given) | -9 | -4 | 1 | -3 | 4 | -8 | -8 | 6 | 1.7
CCS(=O)(=O)N1CCN(C(=O)C(c2ccccc2)c2ccccc2)CC1 | -4 | -7 | 5 | -5 | 1 | 2 | -11 | 8 | 0.3
Cc1nc2scc(-c3cccs3)c2c(=O)n1CC(=O)O | -17 | -10 | -4 | -4 | 0 | -3 | -10 | 6 | 0.1
CCOC(=O)/C(C#N)=C\c1ccco1 | 6 | -6 | 4 | -3 | 1 | 1 | 0 | 1 | 0.5
CCN1C(=O)[C@H]2[C@@H](c3ccc(C(F)(F)F)cc3)N[C@]3(CCCN(Cc4ccc(OC)cc4)C3=O)[C@H]2C1=O | -17 | . | 2 | -6 | -1 | . | -8 | 9 | 0.0
CC1=CC(C)(C)NC(=S)N1C(C)c1ccccc1 (stereo not given) | -11 | -14 | 1 | -7 | 2 | -12 | -16 | 5 | 2.2
N#Cc1c(-c2ccccc2F)cc(-c2cccnc2)nc1N | -4 | -13 | -20 | -4 | 5 | -2 | -10 | 5 | 2.0
O=C(O)c1ccccc1-n1c(-c2ccccc2)cc2c1CCCC2=O | 1 | -5 | -1 | -6 | 1 | 3 | -2 | 2 | 0.3
Cc1ccc(NC(=O)c2ncn(CCCNCc3ccccn3)n2)cc1C | -7 | . | -11 | -1 | 1 | . | -4 | 17 | 0.4
Cc1nn(C(C)C(=O)Nc2ccccc2Cl)c(=O)c2nn(-c3ccccc3)c(C)c12 (stereo not given) | -19 | -24 | -12 | -6 | 1 | 0 | -16 | 14 | -0.4
O=C(Nc1ccc(Cl)cc1)C1=Cc2cc(Cl)ccc2OC1 | 10 | 16 | -3 | -3 | 6 | -25 | 16 | -9 | 2.4
CCn1c(SCC(=O)Nc2ncc(C(F)(F)F)cc2Cl)nnc1-c1ccccc1 | 0 | -13 | 2 | -6 | 1 | -6 | 3 | -4 | 0.0
CCn1c(/C=C2\C(=O)Nc3ccccc32)nc2ccccc2c1=O | -8 | -17 | -4 | 0 | 11 | -10 | -6 | -1 | 4.3
COc1cc(CNc2ccc(CNc3ncn[nH]3)cc2)ccc1OCC(=O)NC(C)(C)C | 0 | -14 | 5 | -9 | 6 | -10 | 1 | -4 | 4.9
CN(C)CCNC(=O)c1[nH]nc2c1CCc1ccccc1-2 | -16 | -9 | 8 | -4 | 0 | -10 | -12 | 6 | 0.3
CC(=O)C1=C(O)C(=O)N(c2ccc(O)cc2)C1c1ccccc1[N+](=O)[O-] (stereo not given) | -10 | -3 | 7 | -3 | 1 | -7 | -14 | 3 | 0.1
O=C(CN1C(=O)NC(c2ccccc2)(c2ccccc2)C1=O)Nc1ccc(N2CCOCC2)cc1 | 13 | -16 | 4 | 2 | 3 | 0 | 0 | -6 | 1.4
CCN(CC)CCn1c2c(c(SCC(=O)Nc3ccc(C)c(F)c3)nc1=O)CCCC2 | 50* | -19 | 0 | -8 | 0 | 8 | -5 | -26 | -0.3
O=C(NCC1CCCO1)c1ccc(NS(=O)(=O)c2cccs2)cc1 (stereo not given) | -1 | -4 | 14 | -4 | 1 | -7 | 5 | 2 | 3.0
CCCC(C)C(=O)NCc1ccc2c(c1)OCO2 (stereo not given) | -18 | -12 | -4 | -4 | 0 | -19 | -4 | 4 | 0.3
Cn1c(CCC(=O)O)nc2cc(S(=O)(=O)N3CCCCC3)ccc21 | -11 | 1 | 8 | -4 | 0 | -5 | -13 | 12 | 1.4
COc1ccccc1NC(=O)c1ccccc1-c1nc(-c2ccccc2OC)no1 | 29* | -20 | 14 | 0 | 12 | -2 | 0 | -11 | 4.8
Cc1ccc(NC(=O)COC(=O)COc2cccc3c2OC(C)(C)C3)cc1S(=O)(=O)N1CCOCC1 | 1 | -14 | -9 | 1 | 13 | -10 | -4 | 0 | 7.2
Cc1ccc(N/N=C2\CS(=O)(=O)N(C)c3ccsc32)cc1 | -9 | 6 | 8 | -8 | 1 | -11 | 1 | 13 | 0.0
CC(O)c1cccc(NC(=O)CCCc2ccccc2)c1 (stereo not given) | -14 | 0 | 0 | -4 | 2 | -9 | -13 | 12 | 0.7
CCOc1ccccc1CNC(=O)CCc1cn(CC)c2ccccc12 | -10 | -16 | -16 | -3 | 3 | -8 | -13 | 11 | 0.8
COc1cccc(NC(=O)CN(C)C(=O)c2csc3c2CCCC3)c1 | 5 | -11 | 7 | 0 | 3 | -1 | -8 | 4 | 2.7
COC(=O)c1ccc(COc2ccc(-c3nn[nH]n3)cc2)cc1 | 7 | -7 | 7 | 3 | 2 | -6 | -1 | -3 | 0.2
COC(=O)c1ccccc1Oc1ccc(NC(=O)c2ccco2)cc1 | -15 | -7 | 9 | -8 | 5 | -13 | -2 | 17 | 3.9

Entries listed so far shown as hits in CHRM1 antagonist:
structure | CHRM1 antagonist | M4 antag | M4 ag | OXTR potentiate | CHRM1 PAM
CCN(CC)CCn1c2c(c(SCC(=O)Nc3ccc(C)c(F)c3)nc1=O)CCCC2 | 50* | 0 | 0 | 8 | -26
COc1ccccc1NC(=O)c1ccccc1-c1nc(-c2ccccc2OC)no1 | 29* | 14 | 12 | -2 | -11

Profiles, quoted from the list. Order of screens: CHRM1 antagonist | CHO parental Ca | M4 antag | M1 ag | M4 ag | OXTR potentiate | CHO-K1 Ca antag | CHRM1 PAM | M1 ag parental
O=C(Nc1ccc(Cl)cc1)C1=Cc2cc(Cl)ccc2OC1 is listed as 10 | 16 | -3 | -3 | 6 | -25 | 16 | -9 | 2.4
CCN1CCN(CCC2Oc3cc([N+](=O)[O-])ccc3NC2=O)CC1 (stereo not given) is listed as 2 | 2 | 10 | -7 | 0 | -6 | -18 | 2 | 1.2

(more compounds)
SMILES | CHRM1 antagonist | CHO parental Ca | M4 antag | M1 ag | M4 ag | OXTR potentiate | CHO-K1 Ca antag | CHRM1 PAM | M1 ag parental
Cn1ncc2c(NCc3ccccc3)ncnc21 | 17 | -11 | 2 | -3 | 2 | 4 | 7 | -9 | 0.1
FC(F)(F)c1cnc2c(c1)Nc1ccccc1S2 | -2 | 1 | 4 | -4 | -1 | -4 | -9 | 1 | -0.2
O=C(c1cccs1)N(c1ccc(Cl)cc1)C1C=CS(=O)(=O)C1 (stereo not given) | 0 | -21 | 18 | -1 | 0 | 4 | -12 | 5 | 0.0
COc1ccc(OC)c(-n2c(-c3cccc(S(=O)(=O)N(C)C)c3)n[nH]c2=S)c1 | -10 | -21 | -5 | -7 | 0 | 1 | -10 | 13 | 0.7
O=C(NCC(c1cccnc1)N1CCN(c2ccc(F)cc2)CC1)c1ccc2c(c1)OCO2 (stereo not given) | 1 | -8 | 4 | -4 | 3 | -9 | 3 | -2 | 1.2
O=C(C1CC1)N1CCN=C1SCc1ccc(Cl)cc1 | -13 | 2 | 9 | -2 | 0 | -5 | 0 | -1 | -0.4
CCCCn1cnc2c(oc3ccccc32)c1=O | -7 | . | 0 | -8 | 2 | . | 5 | 7 | 0.5
CC(C)(C)C1CCC(C(=O)NNC(=O)c2ccncc2)CC1 (stereo not given) | -4 | 0 | -24 | -3 | 1 | -7 | -10 | 4 | 1.6
